TDP43 rescue: qHTS of TDP-43 Inhibitors. TDP-43 expressing yeast growth rescue, BacTiter-Glo, 24 h. Potency, µM (series often up to 46.1 µM), without a hit: top-dose growth rescue (activation), usual class: activators. hit rate 1.8% among 410,000. AID 652104, 2013; also: potency is read from the fitted curve at half-maximal effect; % of control where 0% means no effect; nearly all actives have a fitted effect of over 50% in size
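Luminescence from BacTiter-Glo reports growth of TDP-43-expressing yeast after 24 hr at 30 deg C with compound. Cells were raffinose-pregrown to mid-log, then seeded in galactose medium at OD600=0.02.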
aSyn yeast inh: qHTS of alpha-syn Inhibitors | Yeast expressing alpha-synuclein, growth rescue, BacTiter-Glo, 24 h | Potency, µM (doses to about 46.1 µM), for the others: at the top dose growth rescue (activation), hits mostly activators | hit rate 0.14% among 370,000 | AID 652106, 2013; also: potency is read from the fitted curve at half-maximal effect; % of control where 0% means no effect; nearly all actives have a fitted effect of over 65% in size
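Screening used galactose-induced yeast with toxic alpha-synuclein levels, exposed to compound for 24 hr at 30 deg C. Cell growth, read with BacTiter-Glo luminescence, gave the measured signal.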
Abeta yeast res: qHTS for compounds that reverse cellular toxicity of Amyloid beta (A-beta) peptide in yeast: Primary Screen. Potency, µM (top dose mostly 46.1 µM), without a hit: at the highest dose growth rescue, usual class: activators. hit rate 0.063% among 410,000. yeast expressing A-beta42, growth rescue, OD600, 48 h; response scale: 0% DMSO, 100% iron-clioquinol control; also: potency is read from the fitted curve at half-maximal effect; nearly all actives have a fitted effect of over 55% in size
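Yeast A-beta toxicity model in growth medium with pinned compounds, 48 h at 30 C; growth read as absorbance at 600 nm. Normalized to FeCl3/clioquinol equimolar mix (positive) and DMSO (negative).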
FUS yeast rescue: qHTS for Suppressors of FUS Proteinopathy: Primary screen using FUS-linked yeast assay; S. cerevisiae FUS-expressing, growth rescue, OD600, 24 h; Potency, µM (top dose mostly 76.6 µM), for inactives: at the top dose growth rescue (activation), usual class: activators; hit rate 0.24% among 390,000;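 also: potency is read from the fitted curve at half-maximal effect; plate controls were DMSO vehicle for no effect and reference control for full effect; nearly all actives have a fitted effect of over 55% in size; some results filed as inactive show a strong effect at the top dose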
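Quantitative HTS measuring growth restoration of FUS-toxic yeast. Galactose-induced cells (OD 0.005) were exposed 24hr at 30C to compounds at several concentrations, then absorbance at 600 nm was recorded.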
GLP1R inv ag: qHTS of GLP-1 Receptor Inverse Agonists (Inhibition Mode) | AID 624417, 2012 | HEK293 GLP-1R CRE-luciferase, luminescence, 24 h; GLP-1R form is constitutively active | Potency, µM (series often up to 38.3 µM), inactives show at the highest dose activity change, negative = inhibition, actives largely listed as inhibitors | hit rate 1.6% among 410,000 | Glucagon-like peptide 1 receptor (Homo sapiens), P43220; also: potency is read from the fitted curve at half-maximal effect; % is scaled to controls: 0 for no effect and ±100 for the full control effect; nearly all actives have a fitted effect of over 55% in size
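Stable HEK293 clone (constitutively active GLP-1R + cAMP-response luciferase); 200 cells/uL plated, 12 h pre-culture, compound 24 hr, 37 deg C/5% CO2; detection reagent 12 min RT; luminescence.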
GLP1R ag: qHTS of GLP-1 Receptor Agonists; Glucagon-like peptide 1 receptor (Homo sapiens), P43220; Potency, µM (top dose mostly 45.6 µM), without a hit: at the top dose activation, usual class: activators; AID 624172, 2012; HEK293 GLP-1R CRE-luciferase, luminescence, 4-6 h; cells express a hypersensitive GLP-1R form; hit rate 0.007% among 380,000; also: potency is read from the fitted curve at half-maximal effect; % of control where 0% means no effect
PTHR1 agonist: qHTS for PTHR1 Agonists: Primary Screen | Potency, µM (series often up to 115 µM), for the others: at the highest dose activation, hits mostly activators | HEK293 GP2 PTHR1 cells, GloSensor cAMP luminescence, 1 h | AID 743266, 2014 | Parathyroid hormone/parathyroid hormone-related peptide receptor (Homo sapiens), Q03431 | hit rate 0.075% among 410,000; also: potency is read from the fitted curve at half-maximal effect; nearly all actives have a fitted effect of over 55% in size; some results filed as inactive show a strong effect at the top dose; inactives centre near -15; many of its hits are not listed in these tables
Target sequence (Q03431 whole entry, looked up): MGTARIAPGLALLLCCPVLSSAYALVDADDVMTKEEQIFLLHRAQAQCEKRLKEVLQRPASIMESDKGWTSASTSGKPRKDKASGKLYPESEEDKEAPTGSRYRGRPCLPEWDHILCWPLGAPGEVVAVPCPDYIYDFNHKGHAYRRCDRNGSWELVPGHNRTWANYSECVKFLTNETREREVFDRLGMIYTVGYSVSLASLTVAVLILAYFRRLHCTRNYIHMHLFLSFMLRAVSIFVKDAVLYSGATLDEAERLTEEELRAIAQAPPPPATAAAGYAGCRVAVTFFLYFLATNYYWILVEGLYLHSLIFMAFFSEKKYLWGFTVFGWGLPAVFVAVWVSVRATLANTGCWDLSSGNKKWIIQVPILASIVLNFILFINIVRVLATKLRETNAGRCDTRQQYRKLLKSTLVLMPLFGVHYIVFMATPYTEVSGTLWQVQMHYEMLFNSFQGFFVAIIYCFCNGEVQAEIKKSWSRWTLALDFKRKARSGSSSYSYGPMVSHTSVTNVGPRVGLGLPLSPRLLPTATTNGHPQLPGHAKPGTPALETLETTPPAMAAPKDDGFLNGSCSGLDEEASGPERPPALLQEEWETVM
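HEK-293-derived GP2 cells expressing PTHR1 and a GloSensor cAMP reporter, 3,000/well, plated overnight, given luciferin plus IBMX (each 0.5 mM as added) for 1 h at 37 °C, then compound for 1 h at 37 °C. Luminescence was read after 15 min at room temperature.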
DRD3 antagonist: qHTS of D3 Dopamine Receptor Antagonist: qHTS | max response, negative = inhibition, % | D3R cells, DiscoveRx beta-arrestin luminescence, antagonist mode; active compounds read low | AID 652054, 2013 | hit rate 2.5% among 360,000; in the data active = max response below about -50%; inconclusive = no clear call, values can overlap the other calls; also: % is scaled to controls: 0 for no effect and ±100 for the full control effect; mostly tested at two doses, the higher about 12 µM
Target sequence (P35462 whole entry, looked up): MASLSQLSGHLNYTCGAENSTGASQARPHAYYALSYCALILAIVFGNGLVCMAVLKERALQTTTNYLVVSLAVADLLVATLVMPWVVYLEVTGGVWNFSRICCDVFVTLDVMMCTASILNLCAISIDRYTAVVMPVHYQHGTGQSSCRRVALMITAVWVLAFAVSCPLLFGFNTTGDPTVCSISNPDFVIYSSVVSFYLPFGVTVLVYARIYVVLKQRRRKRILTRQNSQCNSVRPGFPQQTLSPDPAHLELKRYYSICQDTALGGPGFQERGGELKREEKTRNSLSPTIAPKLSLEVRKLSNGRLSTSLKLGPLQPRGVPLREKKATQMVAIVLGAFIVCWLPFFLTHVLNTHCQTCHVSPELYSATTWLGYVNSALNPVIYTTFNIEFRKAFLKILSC
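Cells plated overnight at 1500 cells/well, then exposed to library compounds with dopamine controls for 90 minutes at 37 degrees C. DiscoveRx reagent added for 30–60 minutes at room temperature; luminescence read, quantitative HTS format.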
Akt phos inh: HTS Assay for Inhibitors of Akt Phophorylation: Primary Screen; Neuro2A IGF-stimulated pAkt S473 HTRF, 20 min; active compounds read low; activity change, % for hits at 50 µM; hit rate 0.32% among 360,000; AID 651550, 2012; in the data active = activity change below about -80%; inconclusive = mostly about -51% to -80%; also: % is scaled to controls: 0 for no effect and ±100 for the full control effect
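Neuro2A cells (4,500/well, DMEM with 0.5% FBS) were treated with compound at a single 50 µM final concentration, stimulated with 6 nM IGF for 20 min at 37 °C, and lysed. Phospho-Akt Ser473 was read by HTRF as 665/615 ratio ×10^4.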
* marks the source's active call; other numbers are inactive results; i = inactive; u = inconclusive; x = no result given; [ ] = remark or other dose. Unless noted, calls follow the shape of the dose curve; as a rule, active = well fitted curve in the direction sought with a large enough effect; inconclusive = small, poorly fitted or top-dose-only effect, or another doubt; inactive = no such curve, though single readings can be large; an effect the other way counts as inactive or inconclusive. An excerpt, so the mix of outcomes need not match the whole.

SMILES | TDP43 rescue | aSyn yeast inh | Abeta yeast res | FUS yeast rescue | GLP1R inv ag | GLP1R ag | PTHR1 agonist | DRD3 antagonist | Akt phos inh
O=C(Nc1cc(C(=O)N2CCN(c3ccccc3O)CC2)ccc1Cl)c1cccs1 | u | -0.9% | -7.2% | u | -3.2% | -1.5% | i | -0.1 | i
CCCC(=O)N1CCC1(C)C(=O)NS(=O)(=O)c1cccc(C)c1 (configuration not stated) | -3.7% | -4.7% | -6.4% | -11.2% | 20.6% | -2.3% | 3.6% | -19.0 | i
c1cncc(-c2nc(NCC3CCCO3)c3ccccc3n2)c1 (configuration not stated) | -9.3% | 4.0% | -9.7% | -7.9% | 3.2% | 19.8% | -55.0%[inhibitor] | 23.3 | i
CN(C1CCCCC1)S(=O)(=O)c1ccc(SCC(=O)NC(C)(C)C)nc1 | 12.2% | -0.6% | 11.5% | -14.5% | -0.8% | -2.9% | -52.9%[inhibitor] | 23.6 | i
Cc1ccc(NC(=O)c2noc3c2CCCCC3)cc1 | 9.2% | -18.5% | -15.0% | 10.6% | u | -18.2% | -12.5%[57.5 µM] | 1.5 | i
O=C(C[C@H]1CC[C@H](NC(=O)C2CCOCC2)[C@@H](CO)O1)NCc1ccncc1 | 8.1% | 7.8% | -7.6% | -10.4% | 16.9% | x | i | -19.2 | i
Cc1c(Cl)cccc1NC(=O)CSc1nnc(C)n1CC1CCCO1 (configuration not stated) | -7.0% | -0.9% | 6.7% | 5.0% | 6.7% | 10.2% | i | 2.5 | i
CCC(C)NC(=O)c1cc(S(=O)(=O)N2CCCCC2)c[nH]1 (configuration not stated) | 11.4% | 7.1% | 9.1% | -18.0% | 23.0% | -0.6% | i | 12.4 | i
CSCCC(NC(=O)c1ccc(Cl)cc1Cl)C(=O)OC(C)C(=O)NCc1ccco1 (configuration not stated) | -5.5% | 2.0% | 19.8% | 15.2% | 2.9% | -1.1% | i | 15.5 | i
CC(=O)Nc1ccc(S(=O)(=O)N(C)CC(=O)NC2CCCC(C)C2C)cc1 (configuration not stated) | -15.4% | -2.4% | 0.2% | 10.6% | 1.1% | 8.7% | -22.1% | 2.0 | i
CC(C1CC2CCC1C2)n1c(-c2cccs2)n[nH]c1=S (configuration not stated) | u | 28.0% | 30.7% | 18.7% | 5.01µM* | 12.7% | -4.2% | -20.4 | i
COC(=O)C1(C)NC(c2ccc(F)cc2)C2C(=O)N(c3ccccc3)C(=O)C21 (configuration not stated) | -5.9% | -0.1% | 0.2% | 11.7% | 3.7% | -3.6% | u | -1.1 | i
COc1ccccc1OCC(=O)Nc1ccc2c(c1)OCO2 | 21.3% | -0.3% | -11.3% | 13.2% | 0.4% | 20.0% | i | -10.1 | i
O=C(O)CCC(=O)NCCc1cccc(Cl)c1 | 1.4%[9.22 µM] | 0.7% | 9.1% | 0.2% | 16.3% | 1.6% | i | -0.9 | i
CCCOc1ccc(Oc2nc(-c3ccncc3)nc3ccccc23)cc1 | -0.3% | -1.6% | 0.3% | 4.8% | 3.0% | -8.3% | -11.2% | 5.8 | i
CCCCNC(=O)COC(=O)c1ccc(NC(C)=O)cc1 | -27.1% | -10.0% | -2.2% | 9.5% | -1.7% | 5.9% | i | -8.4 | i
COc1ccc(-n2nnnc2-c2cnc3cc4c(cc3c2C)OCO4)cc1 | 8.3% | 0.6% | -15.7% | 19.4% | -22.5% | 10.0% | -20.2%[57.5 µM] | -25.0 | i
NC(c1csc(Nc2ncccn2)n1)C1CCCCC1 (configuration not stated) | 28.0% | 1.9% | -1.0% | -8.9% | 0.0% | -2.9% | -18.7% | 5.6 | i
CC(=O)Nc1ccc(OCc2ccccc2)cc1[N+](=O)[O-] | 5.7% | 0.9% | 0.0% | x | 0.4% | 3.3% | -2.5% | 15.8 | i
C/C(CC(=O)Nc1ccc(Cl)cc1Cl)=N\NC(=O)C(=O)N1CCCC1 | 0.0% | 4.6% | -5.7% | 29.6% | -17.8% | 3.7% | -24.6% | 5.9 | i
Cc1cnc(C(=O)OCC(=O)Nc2c(Cl)cc(Cl)cc2Cl)cn1 | 23.3% | 3.7% | 11.3% | x | -0.7% | -7.2% | i | -22.4 | i
COc1ccc(-c2nn(-c3ccccc3)cc2C2NC(=O)NC(C)=C2C(=O)OC(C)C)cc1Cl (configuration not stated) | -0.3% | 4.1% | 1.1% | -4.5% | -55.0% | -0.4% | -11.2% | x | x
O=C(O)C1Nc2c(C(F)(F)F)ccc(Cl)c2C2C=CCC12 (configuration not stated) | 10.7% | 14.1% | -6.7% | -21.5% | -16.8% | -7.8% | -17.5% | -25.9 | i
COc1cccc2c1cc1c(=O)n(CC(=O)N3CCN(c4ccc(Cl)cc4)CC3)nc(C)n12 | 9.5% | x | -21.3% | 17.8% | 5.2% | x | 27.0% | x | x
COc1ccc2nc(NNC(=O)c3cc(=O)c4ccccc4o3)sc2c1 | u | 2.2% | -20.9% | 10.1% | 0.1% | -3.7% | i | -5.1 | i

The final 2 entries of the part above open the next one.
SMILES | TDP43 rescue | aSyn yeast inh | Abeta yeast res | FUS yeast rescue | GLP1R inv ag | GLP1R ag | PTHR1 agonist | DRD3 antagonist | Akt phos inh
COc1cccc2c1cc1c(=O)n(CC(=O)N3CCN(c4ccc(Cl)cc4)CC3)nc(C)n12 | 9.5% | x | -21.3% | 17.8% | 5.2% | x | 27.0% | x | x
COc1ccc2nc(NNC(=O)c3cc(=O)c4ccccc4o3)sc2c1 | u | 2.2% | -20.9% | 10.1% | 0.1% | -3.7% | i | -5.1 | i
CC(=O)N1c2c(cc(Br)cc2S(=O)(=O)N2CCN(c3cc(C)ccc3C)CC2)CC1C (configuration not stated) | 26.2% | x | 13.3% | -24.0% | -20.3% | 0.6% | -41.6%[inhibitor] | x | x
CN(Cc1ccccc1)C(=O)c1[nH]cnc1C(=O)NCc1ccc(CNC(=O)OC(C)(C)C)cc1 | 9.9% | 1.5% | 9.5% | 8.6% | 18.5% | 5.1% | -56.4%[inhibitor] | 78.1 | i
CCO/C=C1\C(=O)N(c2ccc(OCC)cc2)C(=O)c2ccccc21 | -9.9% | 0.4% | 28.7% | -7.5% | 14.2% | -2.0% | i | -6.1 | i
O=C(COC(=O)Cn1cnc2ccccc21)Nc1cccc2c1C(=O)c1ccccc1C2=O | 10.8% | 8.3% | -2.3% | 9.4% | 70.4%[activator] | 5.6% | i | 30.7 | i
COc1ccc(C(O)c2nc(-c3ccc(F)cc3OC)cs2)cc1 (configuration not stated) | 22.4µM* | 0.0% | u | -6.2% | u | -2.6% | -23.0% | -2.6 | i
CN(C(=O)CSc1nc(-c2ccc(F)cc2)cs1)C1CCS(=O)(=O)C1 (configuration not stated) | -10.3% | -0.7% | 10.0% | -5.7% | 17.3% | 7.8% | -21.3% | 3.9 | i
CC(C)CN(C(=O)COC(=O)c1c2c(nc3ccccc13)CCC2)c1c(N)n(Cc2ccccc2)c(=O)[nH]c1=O | 0.0% | -1.1% | 14.9% | x | 15.7% | 1.2% | -1.2% | -8.8 | i
CN(C(=O)Cn1cc([N+](=O)[O-])ccc1=O)C1CCCCC1 | 8.3% | -0.4% | -11.3% | x | 18.9% | -2.5% | -12.9% | -13.6 | i
COc1cc(C(=O)N(Cc2cc3cc(C)ccc3[nH]c2=O)CC2CCCO2)cc(OC)c1OC (configuration not stated) | 8.0% | 1.2% | 17.5% | 0.8% | -1.6% | -7.9% | i | 15.5 | i
COc1ccccc1-c1cc(C(=O)N/N=C\c2cnn(C)c2C)c2ccccc2n1 | -14.5% | -1.2% | 5.5% | x | 0.0% | 3.6% | i | 0.6 | i
Cc1nn2c(=O)cc(COc3ccc(/C=C(\C#N)C(=O)Nc4ccc(F)cc4)cc3)nc2s1 | -3.1% | x | -2.5% | -20.2% | -4.5% | -1.4% | i | x | x
Cc1ccc(NC(=O)c2c(NC(=O)c3ccccc3Cl)sc3c2CCC3)cc1 | 4.8% | x | -4.7% | 8.3% | -25.0% | x | i | x | x
Cc1nc(-n2nnc3ccccc32)c2c3c(sc2n1)CCCC3 | u | 14.8% | -19.4% | 30.3% | 0.0% | 7.0% | -3.6%[57.5 µM] | 14.8 | x
CCC1Oc2ccc(C)cc2N(Cc2cccc(C)c2)C1=O (configuration not stated) | -20.5% | 2.6% | -1.9% | 30.8% | 0.0% | 5.6% | -14.9%[57.5 µM] | -9.2 | i
COc1ccc(-c2nc3cc(C)ccn3c2NC(=O)c2ccc(C)c(C)c2)cc1 | 1.8% | x | -4.4% | -4.5% | u | 0.8% | -31.9%[inhibitor] | x | x
Clc1ccc(-c2nnc(-c3ccccc3Cl)o2)cc1 | -4.2% | -2.0% | 2.8% | -8.6% | -23.2% | -0.3% | i | 14.8 | i
COc1ccccc1NC(=O)CSc1nnc(COc2ccc(Cl)cc2)o1 | 20.4% | 25.8% | 17.0% | 13.6% | -9.0% | 8.3% | -23.3% | -10.6 | i
CCCn1c(SCC(=O)/C(C#N)=C(\C)N)n[nH]c1=O | -7.5% | -12.8% | 8.4% | 25.5% | 4.1% | -2.4% | -0.3%[57.5 µM] | 5.9 | x
CSc1ccccc1NC(=O)CN(C)S(=O)(=O)c1ccc(F)cc1 | u | x | -6.9% | -5.7% | 12.0% | 4.7% | -17.6% | -10.6 | x
